Apaf-1 inh – inhibitors of human Apaf-1 apoptosome | reconstituted apoptosome caspase-3 activity, DEVD-Rh110 fluorescence | inhibition, % at 20 µM | 330,000 compounds, 0.71% hits | AID 489030; active = inhibition of at least 40% at 20 µM;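 note: plate controls were DMSO wells for no effect and DEVD-CHO caspase inhibitor wells for full effect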
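Material: reconstituted apoptosome with Apaf-1, cytochrome c, caspase-9, procaspase-3, dATP. Technique: Rh110 fluorescence intensity. Buffer or medium: pH 7.5 Hepes buffer with CHAPS, BSA, DTT. Times: 30 min plus 50 min, RT.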
SENP1 FRET inh – SENP1 (human) catalytic domain inhibition; recombinant SENP1 catalytic domain, CyPet-SUMO1-YPet FRET cleavage; AID 624204; inhibition, % at 10 µM; 360,000 compounds, 0.21% hits; Q9P0U3;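 active = inhibition at least 30% at 10 µM, raw YFP signal under a set limit, fluorescence ratio 0.5 to 1.5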;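 note: 0% = enzyme with DMSO and 100% = no enzyme wells; some results filed as inactive read as strong as hits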
Target sequence (Q9P0U3 419-644 limits assumed): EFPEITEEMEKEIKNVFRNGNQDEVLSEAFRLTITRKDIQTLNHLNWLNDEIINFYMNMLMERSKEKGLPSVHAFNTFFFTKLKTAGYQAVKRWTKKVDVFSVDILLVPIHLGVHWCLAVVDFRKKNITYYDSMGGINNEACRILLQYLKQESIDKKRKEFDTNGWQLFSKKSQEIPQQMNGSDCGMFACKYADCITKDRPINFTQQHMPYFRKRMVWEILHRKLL
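Material – human SENP1 catalytic domain · Input – SENP1 enzyme, 20 pM final · Compound dosing – single concentration of 10 µM compound, 0.5% DMSO final · Timing – enzyme reaction for 50 min at room temperature, dark · Measured by – FRET fluorescence in CFP and YFP emission channels · Control set – no-enzyme wells low, DMSO-plus-enzyme wells high control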
SENP8 block-1 – SENP8 protease inhibition. purified SENP8, Z-RLRGG-aminoluciferin cleavage, luminescence. inhibition, % at 10 µM. 330,000 compounds, 1.2% hits. AID 2540; in the data active = inhibition above about 50%
Target sequence (Q96LD8 whole entry, looked up): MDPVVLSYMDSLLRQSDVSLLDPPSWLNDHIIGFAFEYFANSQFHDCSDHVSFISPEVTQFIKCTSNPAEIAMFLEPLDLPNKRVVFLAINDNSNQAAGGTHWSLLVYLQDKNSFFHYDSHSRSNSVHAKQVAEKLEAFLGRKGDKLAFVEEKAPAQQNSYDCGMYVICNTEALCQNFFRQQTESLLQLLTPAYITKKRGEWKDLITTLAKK
HKDC1 inh – HKDC1 (human) hexokinase inhibition. Q2TB90. inhibition, % at 20 µM. AID 493160. 340,000 compounds, 0.16% hits. recombinant HKDC1, G6PDH/diaphorase resazurin coupled fluorescence;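 active = inhibition above about 35% when tested at 20 µM, limit read from the data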;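 note: plate controls were DMSO wells with enzyme for no effect and DMSO wells lacking enzyme for full effect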
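Assay system – recombinant HKDC1 (HK5) hexokinase enzyme, produced in-house · Input – HKDC1 at 5 µg/mL · Reagent – glucose plus 1 mM ATP as hexokinase substrates · Timing – 90 min reaction incubation at room temperature, dark · Measured by – G6PDH/diaphorase-coupled fluorescence, 1 mM NADP, 100 µM resazurin, 525/613 nm · Benchmarks – DMSO-enzyme wells negative, buffer-substituted wells positive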
PfGluPho inh – PfG6PD (Plasmodium falciparum) enzyme inhibition; PfGluPho enzyme, NADPH resazurin-diaphorase fluorescence; inhibition, % at 20 µM; 350,000 compounds, 0.78% hits;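 active = inhibition reaching at least a set limit at 20 µM in the primary screen, cut at about 59% in these data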;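 note: 0% = DMSO wells with substrate and 100% = DMSO wells lacking glucose-6-phosphate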
SENP7 inh – inhibitors of human SENP7 protease; Q9BQF6; recombinant SENP7, Z-RLRGG-aminoluciferin luminescence, 40 min; inhibition, % at 5 µM; 330,000 compounds, 1.5% hits; AID 434973;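 active = inhibition above about 50% at the single test dose, limit read from the data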;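 note: plate controls were DMSO with enzyme for no effect and no enzyme buffer wells for full effect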
Target sequence (Q9BQF6 706-1050 limits assumed): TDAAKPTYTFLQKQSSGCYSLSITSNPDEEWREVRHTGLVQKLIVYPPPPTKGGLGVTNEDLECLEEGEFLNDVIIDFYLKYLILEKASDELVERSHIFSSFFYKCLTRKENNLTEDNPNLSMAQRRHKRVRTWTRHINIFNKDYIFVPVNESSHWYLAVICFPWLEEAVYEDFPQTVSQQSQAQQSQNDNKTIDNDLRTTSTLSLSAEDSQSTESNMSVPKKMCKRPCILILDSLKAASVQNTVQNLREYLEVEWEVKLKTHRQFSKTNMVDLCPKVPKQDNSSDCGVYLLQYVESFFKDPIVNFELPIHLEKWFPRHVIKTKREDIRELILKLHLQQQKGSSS
SENP8 block-2 – inhibitors of human SENP8 protease. Q96LD8. recombinant SENP8, Nedd8 substrate fluorescence. inhibition, % at 20 µM. 360,000 compounds, 0.64% hits. AID 602440; in the data active = inhibition mostly above about 40%, no sharp cut-off; inactive = mostly below about 27%
SENP6 inh – inhibitors of human SENP6 protease | Q9GZR1 | Recombinant SENP6 catalytic domain, aminoluciferin luminescence | inhibition, % at 10 µM | 330,000 compounds, 1.8% hits;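 active = inhibition above about 50% at the single tested dose, limit read from the data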;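 note: plate controls were DMSO wells with enzyme for no effect and DMSO wells lacking enzyme for full effect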
Starred values were filed as active, the others as inactive; . = not tested or not shown.

SMILES | Apaf-1 inh | SENP1 FRET inh | SENP8 block-1 | HKDC1 inh | PfGluPho inh | SENP7 inh | SENP8 block-2 | SENP6 inh
Cc1ccc(S(=O)(=O)NC2CCC(C(=O)O)CC2)cc1 (stereo not drawn) | -1 | 7 | -10 | -10 | -14 | -11 | 4 | -12
Cc1cc(Cl)ccc1NC(=S)N1CCN(C(=O)C2CCCO2)CC1 (stereo not drawn) | 9 | 1 | -10 | -12 | 21 | -5 | 14 | -8
CCOc1ccc(CC(=O)N2CCC3(CC2)NCCc2[nH]cnc23)cc1 | 1 | 1 | -9 | -5 | -7 | -12 | 10 | -8
COc1cccc(CN(C)C(=O)CC2C(=O)NCCN2C2Cc3ccccc3C2)c1 (stereo not drawn) | -3 | 1 | 1 | -5 | 2 | 0 | 6 | -4
COc1ccc(OC)c(S(=O)(=O)N2CCC(C(=O)N(C)Cc3ccccc3)CC2)c1 | -16 | 1 | -1 | 0 | -2 | -4 | 36 | -18
CCn1c(=S)sc2c(=O)n(CC(=O)Nc3cc(OC)ccc3OC)c(C)nc21 | 13 | 2 | -2 | -1 | -9 | -8 | 24 | 4
CCN(CC)S(=O)(=O)c1ccc(Cl)c(C(=O)OC2CC(C)OC2=O)c1 (stereo not drawn) | 3 | 2 | 4 | 2 | -15 | -4 | 15 | 1
COc1ccc(CCC(=O)Nc2nc3ccccc3[nH]2)cc1OC | 2 | 1 | 2 | -6 | 17 | -8 | 13 | -22
COc1ccccc1C(CNC(=O)c1ccc(C)c(S(=O)(=O)N2CCCCC2)c1)N(C)C (stereo not drawn) | 5 | 1 | -8 | -4 | 6 | 4 | -10 | -5
CC(C)(C)OC(=O)N1CCC(C(=O)Nc2ccc(C(=O)N3CCCC3)cc2)CC1 | . | 3 | . | 2 | 6 | . | 11 | .
CCN1CCc2c(OCC(=O)N3CCCc4ccccc43)cccc2C1=O | -3 | -1 | 9 | -5 | 3 | 6 | -3 | -14
C=CCC1CCCCC12NC(=O)NC2=O (stereo not drawn) | 2 | -1 | -4 | -2 | 16 | 3 | 14 | -1
CCN=C1Sc2nc3ccc(OCC)cc3cc2CN1CCOC | 22 | -2 | 6 | -1 | -16 | 5 | -124 | -19
O=C(NCCOc1ccccc1)C1Nc2ccc(OC(F)(F)F)cc2C2C=CCC12 (stereo not drawn) | 6 | 0 | 1 | 1 | 9 | 1 | 5 | 0
CN(C(=O)CSc1nc2cc(Cl)ccc2c(=O)n1Cc1ccco1)C1CCS(=O)(=O)C1 (stereo not drawn) | 5 | -2 | -4 | -8 | -10 | -13 | -14 | -11
O=C(CCC1CCCC1)N1CCN(C(=O)C2CC2)CC1 | 4 | 2 | -1 | 2 | -3 | -2 | 10 | -6
O=C(NC1=NCCS1)c1cc(-c2ccccc2)nn1-c1ccccc1 | 2 | 1 | -7 | -1 | -6 | 0 | 7 | -12
Cc1cc(C)cc(NC(=O)COC(=O)CCCNC(=O)c2ccc(Cl)cc2)c1 | 15 | 1 | -11 | -4 | 28 | -5 | 19 | 5
O=C(Nc1ccccc1Cl)N1CCN(c2ccccn2)CC1 | 2 | 0 | 6 | 12 | 11 | 4 | -13 | 0
O=C(c1ccccc1)C1CCN(C(=O)c2ccc(Cl)cc2)CC1 | 9 | 1 | 4 | -1 | -13 | -4 | 18 | 5
O=C(Nc1ccc(S(=O)(=O)N2CCCCCC2)cc1)C1CCCO1 (stereo not drawn) | 2 | 0 | -6 | 0 | -7 | -2 | 6 | -6
C[C@H](C(=O)CC(=O)OC(C)(C)C)[C@H](O)c1ccc(C(F)(F)F)cc1 | -2 | 0 | 1 | -2 | 1 | 2 | 13 | 3
COc1ccc(S(N)(=O)=O)cc1C(=O)N(C)CC(=O)Nc1ccc(N2CCOCC2)cc1 | 9 | -1 | -8 | 0 | -10 | -6 | 10 | -14
O=C1[C@@H]2Cc3c([nH]c4ccccc34)C(c3ccccc3)N2C(=O)CN1C1CC1 (stereo partly drawn) | 10 | -12 | -4 | 2 | -13 | -6 | 14 | -20
Cc1cc(C)n2nc(-c3sccc3-n3c(C)ccc3C)cc2n1 | 13 | -39 | -7 | -2 | 7 | -1 | -347 | -4

The final 6 entries of the part above open the next one.
SMILES | Apaf-1 inh | SENP1 FRET inh | SENP8 block-1 | HKDC1 inh | PfGluPho inh | SENP7 inh | SENP8 block-2 | SENP6 inh
O=C(c1ccccc1)C1CCN(C(=O)c2ccc(Cl)cc2)CC1 | 9 | 1 | 4 | -1 | -13 | -4 | 18 | 5
O=C(Nc1ccc(S(=O)(=O)N2CCCCCC2)cc1)C1CCCO1 (stereo not drawn) | 2 | 0 | -6 | 0 | -7 | -2 | 6 | -6
C[C@H](C(=O)CC(=O)OC(C)(C)C)[C@H](O)c1ccc(C(F)(F)F)cc1 | -2 | 0 | 1 | -2 | 1 | 2 | 13 | 3
COc1ccc(S(N)(=O)=O)cc1C(=O)N(C)CC(=O)Nc1ccc(N2CCOCC2)cc1 | 9 | -1 | -8 | 0 | -10 | -6 | 10 | -14
O=C1[C@@H]2Cc3c([nH]c4ccccc34)C(c3ccccc3)N2C(=O)CN1C1CC1 (stereo partly drawn) | 10 | -12 | -4 | 2 | -13 | -6 | 14 | -20
Cc1cc(C)n2nc(-c3sccc3-n3c(C)ccc3C)cc2n1 | 13 | -39 | -7 | -2 | 7 | -1 | -347 | -4
CN(C(=O)COC(=O)c1cc([N+](=O)[O-])ccc1Cl)c1ccccc1 | 0 | 1 | -10 | -4 | -11 | 0 | -8 | -23
Cc1cc2oc(=O)cc(CN3CCOCC3)c2c(C)c1Cl | 4 | 1 | 3 | -7 | 5 | 0 | 21 | -23
Fc1cccc(CSc2nc3ncccc3[nH]2)c1 | -9 | 1 | 1 | -10 | 5 | 8 | 12 | 3
CCOC(=O)c1c(CSc2ccc(C)cc2)oc2ccc(O)cc12 | 1 | 0 | 2 | 12 | -4 | 2 | 13 | 1
COc1ccc(CCNC(=S)Nc2cccc(C)c2)cc1 | 4 | -1 | 3 | -4 | -2 | 2 | 22 | 0
O=C1CC(N2CCN(Cc3ccccc3)CC2)C(=O)N1c1ccccc1 (stereo not drawn) | -4 | 1 | 1 | -8 | 7 | 6 | 17 | -8
COc1cc(O)c(CCO)c2c1C(=O)C[C@@H](C)O2 | 0 | -2 | 8 | 3 | 7 | -6 | -30 | -2
COc1ccc(-c2nnc3ccc(SCC(=O)NCc4ccco4)nn23)cc1OC | -3 | 0 | -3 | 4 | 17 | 2 | 4 | 7
Cc1nc2c(-c3ccccc3)c(C)nn2c(C)c1CCC(=O)NC(C)CCc1ccco1 (stereo not drawn) | 16 | -1 | 0 | -6 | 5 | 6 | -49 | -3
COc1cc(C(=S)N2CCOCC2)ccc1OC(=O)Cc1ccc(F)cc1 | 1 | 3 | -3 | -11 | -9 | -4 | 15 | -12
O=C(N/N=C\c1ccc(COc2ccc([N+](=O)[O-])cc2)o1)c1cccc(Cl)c1 | 17 | 0 | -6 | 8 | -4 | 7 | 7 | 2
Cc1[nH]c(C)c(S(=O)(=O)N2CCN(c3ccc(Cl)cc3)CC2)c1C(=O)N1CCCC1 | -8 | 0 | -3 | -6 | 1 | 1 | -4 | 3
CCS(=O)(=O)N1CCC(C(=O)NCC2CCCO2)CC1 (stereo not drawn) | -18 | 1 | -4 | -1 | -8 | 4 | 3 | 2
CCn1c(SCCN2CCOCC2)nc2c1c(=O)n(C)c(=O)n2C | -4 | -2 | -5 | -5 | -7 | -4 | 13 | 13
Cc1ccc(/C=N/NC(=O)c2nnn(-c3nonc3N)c2CSc2ccc(Cl)cc2)cc1 | 5 | 2 | 0 | -10 | -23 | -6 | 9 | -4
COc1ccc(/C=C2\Oc3cc(OCC(=O)N4CCC[C@H]4C(=O)O)ccc3C2=O)c(OC)c1OC | -6 | -39 | -3 | -1 | -1 | -2 | -220 | -9
Cc1ccc(NC(=O)C[n+]2ccn(C3=C([O-])c4ccccc4C3=O)c2)cc1 | 3 | 3 | 4 | 5 | -11 | 8 | 33 | -1
CCn1c(SCc2ccccc2Cl)nc2ccccc21 | 26 | 1 | 17 | 1 | 8 | 17 | 32 | 59*
COc1ccccc1N1CCN(C(=O)CN(c2cc(C)cc(C)c2)S(C)(=O)=O)CC1 | 1 | 1 | 6 | -12 | 18 | 5 | 1 | -12
O=C(COC(=O)c1cc(=O)c2ccccc2o1)Nc1ccc2ccccc2c1 | 11 | 0 | -5 | -11 | 5 | 4 | 18 | -2
Cc1ccc(CC2CC(=O)N(c3ccc(C)cc3)C2=O)cc1 (stereo not drawn) | -3 | 3 | 0 | -1 | -2 | 2 | 8 | 0
COc1cc(C=O)ccc1OC(=O)Nc1ccccc1 | -9 | 1 | -6 | -4 | -2 | 0 | -1 | -2
Cc1cccc(C(=O)Nc2cc(OCc3cccc(F)c3)c(Cl)cc2Cl)c1 | 19 | 0 | 7 | 1 | 6 | -1 | 7 | 1
C=C(C)C(O)CC/C(C)=C/Cc1c(O)ccc(C(=O)/C=C/c2ccc(O)cc2)c1O (stereo not drawn) | -4 | 8 | 90* | 1 | 19 | 65* | 36 | 88*
O=C1C2C3C=CC(C3)C2C(=O)N1c1ncc([N+](=O)[O-])s1 (stereo not drawn) | . | -1 | . | -3 | -2 | . | 33 | .
Cc1ccc(C23CC4CC(CC(C(=O)NC(C)C)(C4)C2)C3)cc1 | -3 | 0 | 15 | 1 | 8 | -2 | 11 | -9
O=S(=O)(Nc1cccc(-c2ccc3nncn3n2)c1)c1ccccc1F | 4 | 0 | -12 | -3 | -9 | -12 | -11 | -17
Cc1nc(-c2cccc(NS(C)(=O)=O)c2)cs1 | -14 | 4 | 0 | -3 | 8 | 2 | 12 | -4
COc1ccc(NC(=O)c2cc(-c3ccc(C)o3)nc3ccccc23)cc1OC | 9 | -5 | -4 | 6 | 25 | 0 | -156 | 5

Arranged by molecular weight (largest number first): part of the list above.
SMILES | Apaf-1 inh | SENP1 FRET inh | SENP8 block-1 | HKDC1 inh | PfGluPho inh | SENP7 inh | SENP8 block-2 | SENP6 inh
O=S(=O)(Nc1cccc(-c2ccc3nncn3n2)c1)c1ccccc1F | 4 | 0 | -12 | -3 | -9 | -12 | -11 | -17
COc1ccc(CCNC(=S)Nc2cccc(C)c2)cc1 | 4 | -1 | 3 | -4 | -2 | 2 | 22 | 0
O=C1C2C3C=CC(C3)C2C(=O)N1c1ncc([N+](=O)[O-])s1 (stereo not drawn) | . | -1 | . | -3 | -2 | . | 33 | .

Source: PubChem
